LYP act – LYP (human) phosphatase activation | Q9Y2R2 | recombinant LYP, DiFMUP fluorescence; 0 = plate median, 100 = signal doubled | activation, % at 2 µM | actives 0.11% (n = 96,000) | AID 697;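 active means activation at 2 µM above a set limit, the mean plus 5 SD, cut at about 37% in these data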
PTPN22 inh 2 – blocks human PTPN22 phosphatase activity | AID 640 | recombinant LYP catalytic domain, DiFMUP fluorescence | inhibition, % at 2 µM | actives 0.21% (n = 96,000);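 active means inhibition at 2 µM at or above a set limit, the screen mean plus 3 SD, cut at about 24% in these data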;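 further: 0% = DMSO with enzyme and 100% = enzyme fully blocked by orthovanadate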
PTK2B oligo ant – antagonists of human Pyk2 oligomerization; Q14289; Q293 cells, Pyk2 FERM NanoBiT luminescence; hits give low values; z-score (the deposit names both 25 µM and 10 µM); actives 0.83% (n = 99,000);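 active means Z-score of -3 or lower, scaled per plate to the spread of control and sample wells; inactive means z-score above -3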;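 further: negative z-score means lost luminescence so less FERM oligomerization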
Target sequence (Q14289 whole entry, looked up): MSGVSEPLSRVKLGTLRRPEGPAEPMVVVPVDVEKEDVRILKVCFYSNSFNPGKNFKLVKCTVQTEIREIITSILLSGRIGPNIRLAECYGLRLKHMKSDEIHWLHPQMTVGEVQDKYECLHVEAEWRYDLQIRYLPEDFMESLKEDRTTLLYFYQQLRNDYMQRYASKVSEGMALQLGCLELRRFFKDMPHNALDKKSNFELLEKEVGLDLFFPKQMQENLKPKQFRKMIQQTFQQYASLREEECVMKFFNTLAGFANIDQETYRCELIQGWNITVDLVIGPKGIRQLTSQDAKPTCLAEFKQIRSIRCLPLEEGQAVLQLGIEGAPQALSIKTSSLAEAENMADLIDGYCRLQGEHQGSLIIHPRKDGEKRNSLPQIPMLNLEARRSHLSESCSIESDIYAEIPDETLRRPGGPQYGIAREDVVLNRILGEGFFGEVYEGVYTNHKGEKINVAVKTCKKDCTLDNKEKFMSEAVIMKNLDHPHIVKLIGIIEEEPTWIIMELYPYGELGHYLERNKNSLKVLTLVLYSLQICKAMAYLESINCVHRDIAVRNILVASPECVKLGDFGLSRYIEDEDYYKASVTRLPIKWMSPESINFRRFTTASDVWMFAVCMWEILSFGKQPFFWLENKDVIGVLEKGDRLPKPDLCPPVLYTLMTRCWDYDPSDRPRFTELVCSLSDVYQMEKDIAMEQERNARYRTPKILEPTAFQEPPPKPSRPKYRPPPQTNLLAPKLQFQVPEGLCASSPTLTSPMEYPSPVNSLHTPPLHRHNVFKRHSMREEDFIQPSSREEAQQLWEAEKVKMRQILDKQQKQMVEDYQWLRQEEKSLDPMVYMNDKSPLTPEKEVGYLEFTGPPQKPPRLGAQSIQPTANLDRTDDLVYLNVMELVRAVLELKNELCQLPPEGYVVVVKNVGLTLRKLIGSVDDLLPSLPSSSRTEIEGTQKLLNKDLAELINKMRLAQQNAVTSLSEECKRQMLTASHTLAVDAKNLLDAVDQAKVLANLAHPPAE
PostGolgi ctrl – inhibits growth of the yeast control strain; actives 5% (n = 98,000); AID 738; efflux-deficient yeast background strain, growth absorbance A615, 16 h; inhibition, % at 10 µM
hDAT+cocaine – changed human dopamine transporter uptake under cocaine IC80; Q01959; LLC-PK1 hDAT cells, [14C]-dopamine uptake with cocaine IC80; actives deviate in either direction; B-score at 10 µM; actives 1.3% (n = 110,000); AID 449768;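 active means Z score or B-score, a plate-position-corrected score, falls beyond the plate's 99.7% confidence bounds, in either direction; inactive means both scores lie inside the 99.7% bounds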;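 further: scored against the spread of the other compound wells on the same plate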
CYP2C9 inhib – blocks human cytochrome P450 2C9. CYP2C9 Supersomes, luciferin-H conversion, luminescence. P11712. inhibition, % at 5 µM. actives 20% (n = 96,000). AID 777;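 active means blocking of liver enzyme CYP2C9 beyond about 50% at 5 µM, limit read from the data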; further: values of inactives mirror those of a sister screen read the other way
CYP2C9 activ – increases human cytochrome P450 2C9 activity; activation factor at 5 µM; recombinant CYP2C9, luciferin-H conversion, luminescence; hits give high values; factor 1 = untreated enzyme, 0 = blocked; AID 1024; actives 1.4% (n = 96,000); P11712;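 active means activation factor of 2 or more for CYP2C9 at a 5 µM dose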;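 further: 0 = sulfaphenazole-blocked wells and 1 = vehicle-only wells; values of inactives mirror those of a sister screen read the other way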
PostGolgi yeast – growth inhibition of a yeast mutant, post-Golgi transport screen; actives 0.9% (n = 98,000); post-Golgi transport phenotypic cell assay; inhibition, % at 10 µM;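 further: yeast cells grown in 1536-well plates; yeast grown about 18 h at 30C before absorbance read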
Ecoli WT expand – E. coli BW25113 growth inhibition, expanded screen. OD600 absorbance. growth inhibition, % at 100 µM. actives 0.15% (n = 98,000);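 active means growth inhibition above about 50% at one test dose, limit read from the data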;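 further: growth measured after 20 h incubation at 37 °C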
* hit, by the source's call; / = no result given. Unless noted, no stated cut-off is given here; in the data, active means inhibition above about 30%; inactive means the rest.

Each structure is followed by: LYP act, PTPN22 inh 2, PTK2B oligo ant, PostGolgi ctrl, hDAT+cocaine, CYP2C9 inhib, CYP2C9 activ, PostGolgi yeast, Ecoli WT expand
1	CCOc1ccc(N2C(=O)CC(Sc3nc(C)cc(C)c3C#N)C2=O)cc1 (centres undefined)
    0, -2, 2.6, 14, -0.27, 0, 1, 2, -4
2	Cc1cc(N(CCO)CCO)nc(-n2nc(C)cc2C)n1
    -2, 3, -0.06, 10, -1.4, -2, 1, 10, -2
3	CCC(CC)c1nnc(NC(=O)COc2ccc3c(C)cc(=O)oc3c2)s1
    -15, 17, 0.16, 6, -0.72, 3, 1, 10, -5
4	O=S(=O)(CCc1nnc(-c2ccc(Br)cc2)o1)c1ccc(Cl)cc1
    -4, 4, 1.3, 8, 1.2, 32, 0.7, -2, 2
5	CCOC(=O)C1CCCN(C2CC(=O)N(c3cccc(C)c3)C2=O)C1 (centres undefined)
    9, -9, 1.5, 1, -1.6, -2, 1, -2, 4
6	CCOC(=O)Cn1nc(/C=C/c2ccc(C(C)C)cc2)ccc1=O
    -4, 6, -0.02, 14, -0.0078, 19, 0.8, -6, 4
7	O=C(N/N=C/c1cccnc1)c1cc2c(ccc3ccccc32)o1
    -4, 7, -0.43, 9, /, -11, 1.1, -1, -1
8	CCc1ccccc1N(CC(=O)N1CCN(c2ccccc2)CC1)S(C)(=O)=O
    -3, 2, 1.5, 14, 0.065, 0, 1, -2, 8
9	O=C(NC1CCCCC1)c1ccccc1NC(=O)C1CC1
    -6, 4, 0.43, /, 0.12, /, /, /, /
10	COc1cccc(-c2nc(N3CC(C)CC(C)C3)c3ccccc3n2)c1O (centres undefined)
    1, -2, 1, 75*, -0.22, 32, 0.7, 1, -22
11	CC1CC(C)CN(C(=O)COC(=O)c2ccc[nH]c2=O)C1 (centres undefined)
    -3, 3, 0.63, 9, -0.0076, -42, 1.4, 1, 2
12	Cc1nn(C2CCCCC2)c(N)c1-c1ccccc1
    9, -10, -0.26, 1, -0.25, 24, 0.8, -1, 7
13	CN1CCN(C2=C(Cl)C(=O)N(c3ccc(Cl)c(Cl)c3)C2=O)CC1
    -2, 0, -0.06, -2, -0.17, 38, 0.6, 0, 6
14	CCn1c(SCC(=O)NCCc2ccccc2)nnc1-c1ccco1
    3, 0, 0.37, 7, 0.14, 7, 0.9, 3, 1
15	COCCCNC(=O)CN1CCN(Cc2ccc(Cl)cc2)C1=O
    2, -2, /, 4, -0.33, -9, 1.1, -2, 2

Eight of these compounds in a different format:
1. CCOc1ccc(N2C(=O)CC(Sc3nc(C)cc(C)c3C#N)C2=O)cc1 (centres undefined)
2. Cc1cc(N(CCO)CCO)nc(-n2nc(C)cc2C)n1
3. CCC(CC)c1nnc(NC(=O)COc2ccc3c(C)cc(=O)oc3c2)s1
4. O=S(=O)(CCc1nnc(-c2ccc(Br)cc2)o1)c1ccc(Cl)cc1
5. CCOC(=O)C1CCCN(C2CC(=O)N(c3cccc(C)c3)C2=O)C1 (centres undefined)
6. CCOC(=O)Cn1nc(/C=C/c2ccc(C(C)C)cc2)ccc1=O
7. O=C(N/N=C/c1cccnc1)c1cc2c(ccc3ccccc32)o1
8. CCc1ccccc1N(CC(=O)N1CCN(c2ccccc2)CC1)S(C)(=O)=O

| Assay by compound | 1 | 2 | 3 | 4 | 5 | 6 | 7 | 8 |
| --- | --- | --- | --- | --- | --- | --- | --- | --- |
| LYP act | 0 | -2 | -15 | -4 | 9 | -4 | -4 | -3 |
| PTPN22 inh 2 | -2 | 3 | 17 | 4 | -9 | 6 | 7 | 2 |
| PTK2B oligo ant | 2.6 | -0.06 | 0.16 | 1.3 | 1.5 | -0.02 | -0.43 | 1.5 |
| PostGolgi ctrl | 14 | 10 | 6 | 8 | 1 | 14 | 9 | 14 |
| hDAT+cocaine | -0.27 | -1.4 | -0.72 | 1.2 | -1.6 | -0.0078 | / | 0.065 |
| CYP2C9 inhib | 0 | -2 | 3 | 32 | -2 | 19 | -11 | 0 |
| CYP2C9 activ | 1 | 1 | 1 | 0.7 | 1 | 0.8 | 1.1 | 1 |
| PostGolgi yeast | 2 | 10 | 10 | -2 | -2 | -6 | -1 | -2 |
| Ecoli WT expand | -4 | -2 | -5 | 2 | 4 | 4 | -1 | 8 |

The list continues:
Each structure is followed by: LYP act, PTPN22 inh 2, PTK2B oligo ant, PostGolgi ctrl, hDAT+cocaine, CYP2C9 inhib, CYP2C9 activ, PostGolgi yeast, Ecoli WT expand
16	COc1ccc(CN=C2Nc3ccccc3CS2)cc1
    7, -5, -2.1, 12, -0.61, 20, 0.8, 0, -10
17	Cn1c(=O)c2c(nc(NCc3ccco3)n2CCc2ccccc2)n(C)c1=O
    -5, 2, 2.1, 0, -1.6, 36, 0.6, 24, 4
18	CCC(CC)C(=O)OCC(=O)NC12CC3CC(CC(C3)C1)C2
    3, -1, 0.57, 4, 0.35, 34, 0.7, 11, 7
19	Cc1cccc(NC(=S)NCc2cccs2)c1C
    -8, 11, 1.4, -3, 1.5, 12, 0.9, -8, 6
20	Cc1cc(-n2nc(C)cc2C)nc(N)n1
    5, -1, -0.69, 4, -0.083, -3, 1, 23, 2
21	Cc1nc2c(ccc3c2ccc2nc(C)sc23)s1
    -4, 6, /, 7, -0.38, -11, 1.1, -7, -12
22	Cc1noc(C)c1C(=O)Nc1ccc2c(c1)CCC2
    9, -15, -0.24, 20, -0.075, -8, 1.1, 5, -10
23	Cc1cc(N2CCCC2=O)cc(C)c1S(=O)(=O)NCCOc1ccc(C(C)(C)C)cc1
    2, -3, -0.71, /, -2.8*, /, /, /, /
24	Cc1sc(NC(=S)NC(=O)c2ccc(C(C)(C)C)cc2)c(C#N)c1C
    4, -5, 4, 4, 0.25, 28, 0.7, 0, -11
25	COc1ccc(Cl)cc1C(=O)NCC(c1ccco1)N1CCCC1 (centres undefined)
    -7, 3, 1.2, 6, -0.58, -12, 1.1, 17, 4
26	CCCC(=O)C1=C(c2ccccc2)C(C#N)(C#N)C(C#N)=C1N
    -2, 2, -0.16, -2, /, 73*, 0.3, -10, 0
27	CCC(C)(C)n1nnnc1CN1CCc2ccccc21
    -12, 14, -0.23, 11, -0.15, 13, 0.9, -4, 2
28	Cc1occc1-c1nnc(SCC(=O)Nc2ccccc2-c2ccccc2)n1C
    -8, 6, -0.14, 9, 1.6, 76*, 0.2, 5, 4
29	Cc1cc(C)nc(-n2nc(C)cc2Nc2ccccc2)n1
    -9, 8, -0.82, 14, -0.37, -1, 1, 5, 2
30	O=C(CN1CCC(O)(c2ccc(F)cc2)CC1)NCc1ccc(F)cc1
    -7, 6, -0.91, -1, -0.1, 5, 0.9, 23, 7

Further structures.
Each structure is followed by: LYP act, PTPN22 inh 2, PTK2B oligo ant, PostGolgi ctrl, hDAT+cocaine, CYP2C9 inhib, CYP2C9 activ, PostGolgi yeast, Ecoli WT expand
31	O=C(CS(=O)CC(=O)N(CC(=O)NC1CCCC1)C1CCCCC1)Nc1ccc(F)cc1 (centres undefined)
    5, -8, 1.3, 7, -0.071, 57*, 0.4, 4, -10
32	Cn1c(=O)c2nc(NCc3ccccc3)cnc2n(C)c1=O
    -1, -1, 0.56, -1, /, 73*, 0.3, 35*, 4
33	COc1cc(CNC(=O)OCC(C)C)cc(OC)c1OC
    2, -2, 0.23, 20, 0.015, 15, 0.8, -2, 4
34	CCOC(=O)c1ccc(Nc2nc(C)cc(=O)[nH]2)cc1
    -1, 3, 0.21, -6, 0.87, 7, 0.9, -23, 13
35	c1csc(-c2nc3nc4ccccc4nc3n2Cc2ccc3c(c2)OCO3)c1
    -6, 3, -2.3, 44*, 1.4, 96*, 0, -6, -4
36	CCOCC(O)CS(=O)Cc1ccccc1 (centres undefined)
    -3, 7, -0.48, -5, -0.011, -5, 1.1, 10, 3
37	CCn1c(SCC(=O)NCc2cccs2)nnc1-c1ccco1
    /, /, 0.36, 16, 0.14, 12, 0.9, 6, 1
38	CCSc1ccccc1C(=O)NCCCn1ccnc1
    0, 4, 1.2, 12, -0.11, 63*, 0.4, -1, 7
39	CCOc1ccc2nc3c(cc2c1)CN(CCOC)C(=NCCOC)S3
    6, -4, -0.92, 13, -0.58, 4, 1, 2, -8
40	O=C(CCSc1ccc(Cl)cc1)NC12CC3CC(CC(C3)C1)C2
    -1, 1, -0.16, 43*, 1.6, 37, 0.6, 9, -16
41	COc1cc(NC(=O)C2CCC(CNc3c(N4CCC(C)CC4)c(=O)c3=O)CC2)cc(OC)c1 (centres undefined)
    -2, -1, /, 5, 0.48, 51*, 0.5, -11, 3
42	CCn1c(-c2ccccc2)c[nH]c1=S
    -13, 16, 1.7, 6, 0.12, 31, 0.7, -1, 8
43	CCn1c(=O)cc(SCC(=O)N2CCCCC2)c2ccccc21
    -5, 5, 3, -6, 0.22, -78, 1.8, -5, 2
44	COCCn1c(-c2ccc(Cl)cc2)cnc1SCC(=O)NCc1cccs1
    9, -10, -0.3, 10, 0.73, 86*, 0.1, 6, 7
45	Cc1ccc(N)cc1CN1CCCC1=O
    /, /, -0.1, 21, -1.9*, 7, 0.9, -1, 0

The listing continues.
Each structure is followed by: LYP act, PTPN22 inh 2, PTK2B oligo ant, PostGolgi ctrl, hDAT+cocaine, CYP2C9 inhib, CYP2C9 activ, PostGolgi yeast, Ecoli WT expand
46	O=C(COC(=O)c1ccccn1)Nc1ccc(S(=O)(=O)N2CCOCC2)cc1
    5, -5, 1.8, 5, 0.57, 10, 0.9, 13, -4
47	C#CC[N+]1(CC#Cc2ccc(C#CC[N+]3(CC#C)CCOCC3)cc2)CCOCC1
    -2, 4, -0.52, /, -0.33, /, /, /, /
48	COc1ccc(-c2nc(=S)[nH][nH]2)cc1
    4, -4, 0.46, 16, 1.2, 20, 0.8, 9, -1
49	COc1ccc(CCNC(=O)c2ccc(Cl)cc2Cl)cc1
    6, -8, 0.63, -1, 0.51, 6, 0.9, -3, 2
50	CCOC(=O)c1ccccc1NC(=O)COc1ccccc1
    -2, 4, -2.9, 26, -1.2, -34, 1.3, 1, -5
51	COc1cccc(NC(=O)c2ccccc2NS(C)(=O)=O)c1
    13, -15, -0.17, 2, 0.48, 65*, 0.3, -1, 2
52	Cc1cccc(CCNS(=O)(=O)c2ccc3c(c2)oc(=O)n3C)c1
    2, -4, 0.65, -5, -0.66, -43, 1.4, 2, 5
53	Cc1cc(NC(=O)CCCOc2ccc(Cl)cc2Cl)no1
    /, /, 2.4, -1, 0.046, 16, 0.8, 5, -5
54	COc1ccccc1Nc1nnc(C)c(=O)[nH]1
    4, -3, 0.36, -1, -0.52, 2, 1, -1, -6
55	O=c1c2[nH]c3ccccc3c2ncn1Cc1ccco1
    9, -6, -0.1, 25, -0.22, 20, 0.8, -24, 2
56	COc1cccc(-n2c(SCC(=O)N3CCOCC3)nc3c([nH]c4ccccc43)c2=O)c1
    4, -2, 1.1, /, 0.47, /, /, /, /
57	COc1ccc(N(C(=O)C(C)C)S(=O)(=O)c2ccc(Cl)cc2)cc1
    -2, 2, -0.75, 24, -0.032, 88*, 0.1, -3, -3
58	Cc1cc(NC(=O)c2ccc(Cl)cc2)no1
    7, -11, -0.39, -2, -0.027, 35, 0.7, 1, 1
59	O=C(COC(=O)c1ccncc1)Nc1cc(Cl)ccc1Cl
    0, 3, -0.14, 8, -0.45, 90*, 0.1, 3, -1
60	COc1cccc(-n2nnc3c(=O)n(Cc4ccc(Br)cc4)cnc32)c1
    -12, 10, 0.41, 3, -0.76, 7, 0.9, -5, -10
61	Cc1ccc(S(=O)(=O)NNC(=O)c2cc3cc4ccccc4nc3s2)cc1
    0, 4, -0.77, -9, 0.29, 31, 0.7, 7, -2
